Source: PubChem BioAssay
zVAD death inh = inhibitors of zVAD-triggered necroptosis, primary screen, L929 cells; 0.38% of 220,000 active; L929 zVAD necroptosis rescue, ATP luminescence, 24 h; with zVAD 60 µM; viability rescue, % at 10 µM;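 active means activation, scaled between plate controls, above about 75%, limit read from the data; inactive means activation under that limit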;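 further: 0% = zVAD with DMSO and 100% = DMSO alone without zVAD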
RBBP9 inh = human RBBP9 inhibitors, primary screen, biochemical, fluorescence polarization, FP-Rh probe, HTS; 0.2% of 220,000 active; inhibition, % at 7.94 µM; recombinant RBBP9;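 active means inhibition above the campaign mean of all tested compounds plus 3 SD, cut at about 14% in these data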;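 further: plate controls were DMSO wells with RBBP9 for no effect and wells lacking RBBP9 protein for full effect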
Target sequence (O75884 whole entry, looked up): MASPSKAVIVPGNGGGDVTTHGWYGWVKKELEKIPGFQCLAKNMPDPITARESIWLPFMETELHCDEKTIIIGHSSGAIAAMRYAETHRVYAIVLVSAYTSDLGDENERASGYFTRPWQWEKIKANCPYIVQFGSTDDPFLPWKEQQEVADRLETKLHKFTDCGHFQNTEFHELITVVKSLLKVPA
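Assay system: recombinant human RBBP9; Reagent: Serine-hydrolase probe FP-Rh, 375 nM pre-mixing; Doses: 7.94 µM single dose, 0.794% DMSO; Incubation: 30 min then 45 min, 25 °C; Detection: fluorescence polarization (mP), excitation 525 nm, emission 598 nm; Evaluation: percent inhibition from mP, scaled between DMSO and no-protein wells.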
EP2 modulator = EP2 receptor modulators, cAMP readout, primary screen, cell-based, HTRF cAMP, PGE2 stimulation; Prostaglandin E2 receptor EP2 subtype (Homo sapiens), P43116; EP2-expressing cells, cAMP HTRF FRET, PGE2 co-stimulation; induction, % at 25 µM; 0.83% of 260,000 active; AID 940, 2007;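 active means compounds whose cAMP rise, as percent of the full-agonist control response, exceeds 60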;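 further: rat C6 glioma line stably carrying human EP2 under a CMV promoter; the protocol text gives 20 µM as final concentration; 100% = response of wells given 1 µM PGE2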
Runt-CBFb FRET = inhibitors of RUNX1 Runt–CBFb binding, primary screen, biochemical, FRET, Cerulean-Runt, Venus-CBFb, uHTS; Runt-related transcription factor 1 (Homo sapiens) + Core-binding factor subunit beta …; Cerulean-Runt/Venus-CBFb FRET ratio 530/480, 1 h; inhibition, % at 20 µM; 0.46% of 220,000 active; AID 1496, 2009;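 active means inhibition over about 50% at 20 µM in the single-dose screen, limit read from the data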;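 further: 0% = DMSO wells and 100% = excess unlabeled CBFb competitor control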
Target sequence (Q01196 whole entry, looked up): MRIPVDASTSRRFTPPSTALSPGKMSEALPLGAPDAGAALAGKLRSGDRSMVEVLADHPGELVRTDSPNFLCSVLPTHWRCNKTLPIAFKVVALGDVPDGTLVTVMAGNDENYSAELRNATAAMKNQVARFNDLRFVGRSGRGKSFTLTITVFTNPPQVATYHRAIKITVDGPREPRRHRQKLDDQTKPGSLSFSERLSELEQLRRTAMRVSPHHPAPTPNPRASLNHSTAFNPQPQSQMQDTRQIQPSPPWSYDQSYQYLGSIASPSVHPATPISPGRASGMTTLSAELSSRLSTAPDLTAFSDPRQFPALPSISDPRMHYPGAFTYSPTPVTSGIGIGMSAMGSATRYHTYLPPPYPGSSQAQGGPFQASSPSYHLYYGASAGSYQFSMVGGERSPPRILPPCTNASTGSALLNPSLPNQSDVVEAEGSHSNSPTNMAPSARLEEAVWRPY
Target sequence (Q13951 whole entry, looked up): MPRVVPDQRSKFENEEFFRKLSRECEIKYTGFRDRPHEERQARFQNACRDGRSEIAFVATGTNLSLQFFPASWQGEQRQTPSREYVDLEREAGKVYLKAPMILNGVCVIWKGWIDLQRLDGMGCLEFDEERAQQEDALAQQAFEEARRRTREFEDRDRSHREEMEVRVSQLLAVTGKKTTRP
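Doses: 20 µM compound in 1% DMSO | Material: Cerulean-labeled Runt domain protein | Amount: Each fluorescent fusion protein 100 nM | Schedule: Two 1 h room-temperature incubations shielded from light | Measured by: FRET fluorescence | Evaluation: Loss of energy transfer signal | Controls: Unlabeled CBFb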
PERK inhibitor = block of dimerizer-induced PERK translation repression, primary screen, PERK inhibitor project, CHO PERK-DD cells, SEAP luminescence, HTS. inhibition, % at 5.6 µM. Eukaryotic translation initiation factor 2-alpha kinase 3 (Homo sapiens), Q9NZJ5. CHO PERK-DD fusion, SEAP luminescence translation reporter. 0.17% of 220,000 active;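 active means inhibition above the mean inhibition of all tested compounds plus 3 SD, set separately per screening campaign, cut at about 2.9% in these data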;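 further: PERK kinase domain activated by AP20187 dimerizer at 100 nM; 0% = DMSO with dimerizer and 100% = rapamycin at 8.4 µM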
PGE2 EP2 inh = human EP2 receptor antagonists, primary screen, TR-FRET cAMP, C6 glioma cells | Prostaglandin E2 receptor EP2 subtype (Homo sapiens), P43116 | C6 glioma cells expressing human EP2; cells stimulated with saturating PGE2 | inhibition, % at 25 µM | 0.52% of 260,000 active;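 active means percent inhibition above 40 after rounding to a whole number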;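 further: rat C6 glioma host cells with rolipram phosphodiesterase inhibitor present; the protocol text gives 20 µM as final concentration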
Hck Nef HTS = inhibitors of Nef-activated human Hck kinase, primary screen, biochemical, Z-Lyte FRET, 384-well, Hck-YEEI | Tyrosine-protein kinase HCK (Homo sapiens), P08631 | Recombinant Hck-YEEI plus Nef, Z-Lyte FRET kinase assay | inhibition, % at 20 µM | 0.68% of 220,000 active;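 active means Hck-Nef kinase inhibition above about 50%, limit read from the data; inactive means inhibition below that limit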;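 further: 0% = DMSO with Hck plus Nef and 100% = Hck alone without Nef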
Runt-SMMHC FRET = inhibitors of RUNX1 Runt–CBFb-SMMHC binding, primary screen, biochemical, FRET, Cerulean-Runt, Venus-CBFb-SMMHC, uHTS; Runt-related transcription factor 1 (Homo sapiens) + Core-binding factor subunit beta …; inhibition, % at 20 µM; Cerulean-Runt/Venus-CBFb-SMMHC FRET ratio 530/480, 1 h; 0.74% of 220,000 active;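 active means mean inhibition across duplicate retests at 20 µM reaching about 50%, limit read from the data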;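 further: 0% = DMSO wells and 100% = wells with excess untagged CBFb-SMMHC; inhibitors lower the FRET ratio by blocking Runt binding to CBFb-SMMHC; some results filed as inactive read as strong as hits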
TNF necrop inh = inhibitors of TNF-alpha triggered necroptosis, primary screen, cell-based, Jurkat FADD-/-, single concentration. activation (protection from cell death), % at 10 µM. 0.068% of 220,000 active. Jurkat FADD-/- TNF necroptosis rescue, ATP luminescence, 24 h; 0 = TNF only, 100 = no-TNF cells;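 active means activation, meaning protection from cell death, of at least 50% relative to plate controls; inactive means activation below 50%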;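 further: necroptosis triggered by 40 ng/mL TNF-alpha added together with compound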
Active calls of the source: *; / = no result given; & = joins results of further samples. A portion of the library. The share of hits here may be higher or lower than overall.

Structure,zVAD death inh,RBBP9 inh,EP2 modulator,Runt-CBFb FRET,PERK inhibitor,PGE2 EP2 inh,Hck Nef HTS,Runt-SMMHC FRET,TNF necrop inh
COC(=O)CC1c2ccccc2S(=O)(=O)N1Cc1ccccc1 (stereo not given),0.3,/,24,3,/,8,35,-1,1.3
C=CCN1CCN(C(c2ccccc2OC)c2nnnn2C(C)(C)C)CC1 (stereo not given),0.1,1,3&24,/,0.3,10&15,7,/,1.3
Cc1ccc(S(=O)(=O)NNC(=O)C2COc3ccccc3O2)cc1C (stereo not given),0.2,-8,-15,1,0.8,4,28,-2,1.3
COC(=O)c1c(NC(=O)CC2SC(N)=NC2=O)sc(C)c1C (stereo not given),-0.2,-8,8,-2,0.6,0,27,2,-2.2
O=C(Oc1csc(=S)n1C(=O)c1ccccc1)c1ccccc1,0.1,-1,0,21,1.0,8,-30,13,-2.0
CCN1CCN(CC(=O)c2cc(Cl)ccc2Cl)CC1,3.2,9,8,1,0.8,8,14,0,1.1
COc1ccc(C(C)=O)cc1COC(=O)c1ccc(S(=O)(=O)N(C)C)cc1,1.9,0,-18,-2,-0.6,8,22,-4,0.8
CC1Oc2ccccc2N(CC(=O)NCc2cccs2)C1=O (stereo not given),-1.9,2,7,0,0.9,8,0,30,0.6
COc1ccc(Nc2nc(N)nc(CN3CCN(c4ccccn4)CC3)n2)cc1,0.6,-7,1,1,-0.8,12,-1,6,-0.4
Cn1c(=O)c2[nH]c(COc3ccc(C(C)(C)C)cc3)nc2n(C)c1=O,0.9,0,-24,-9,-0.1,9,-1,1,-13
COc1ccc(NC(=O)Cn2cnc3sc(C)c(S(=O)(=O)N4CCN(C)CC4)c3c2=O)cc1OC,2.4,-6,28,-2,0.0,5,20,3,1.6
COC(=O)[C@@H]1C[C@@]2(O)[C@@H](O)[C@@H](O)[C@@H](O)C[C@H]2N1CC(c1ccccc1)c1ccccc1,0.1,/,6,3,/,11,31,1,-0.8
C=CCSc1nnc(COc2ccc(=O)n(-c3ccccc3)n2)n1CC,1.0,-10,-7,-2,0.3,6,-14,-2,0.8
CC(C)c1ccc(/C=C2\CC/C(=C\C=N\N(C)C)C2=O)cc1,-0.4,-10,26,0,0.5,/,3,-3,-6.2
Cc1nc2ncnn2c(N2CCC(C(=O)NC3CCCC3)CC2)c1Cc1ccccc1,-0.6,-4,-11,0,0.0,5,0,3,1.6
Cc1sc2ncnc(Sc3nnnn3-c3ccc(Cl)cc3)c2c1C,-0.7,-7,-17,1,1.8,5,2,2,-18
CC(=O)Nc1c(O)nc(C)[nH]c1=O,1.2,-9,37,3,0.6,8,8,1,1.3
COc1ccc(C2NS(=O)(=O)N=C2N)cc1 (stereo not given),2.2,-7,37,-3,1.3,6,22,0,0.6
N#Cc1c(N)n(CCOC(=O)c2cccc([N+](=O)[O-])c2)c2nc3ccccc3nc12,0.2,-9,-22,4,-0.5,23,2,31,-2.8
Cc1ccc(-c2csc(NC(=O)c3ccc(-c4ccccc4)cc3)n2)o1,0.3,-32,12,26,-0.6,16,1,40,-4.5
COC(=O)/C=C1\SC(=NC(=O)c2ccc(C)cc2)NC1=O,1.3,-8,-39,2,0.2,11,14,2,3.0
O=C(Nc1ccc(Oc2ccccc2)cc1)C1CCCN(c2ncccn2)C1 (stereo not given),0.7,-6,-6,-4,0.0,/,1,0,-1.5
C=CCNC(=O)c1cc2c(=O)n3cc(C)ccc3nc2nc1NCC1CCCO1 (stereo not given),-0.7,-6,-2,19,-0.1,8,179*,60*,1.3
Cc1ccc(C(=O)C(O)C(c2ccc(C)cc2)N2CCCCC2)cc1 (stereo not given),-0.2,-2,23,-2,0.7,-1,18,-3,1.9
O=C(/C=C/c1ccco1)OCn1nnc2ccccc2c1=O,1.3,-1,-26,23,0.3,14,21,11,0.7
Cc1cc(C(=O)CSc2nnnn2C)c(C)n1-c1cccc(F)c1,-0.3,0,-36,-2,0.2,15,2,-2,0.0
Cc1ccc(NC(=O)/C(C#N)=C/c2cc(C)n(-c3ccc(N4CCOCC4)c([N+](=O)[O-])c3)c2C)c(C)c1,1.0,-9,-3,-3,-0.2,10,2,1,-4.1
CN(C)S(=O)(=O)c1cccc(-c2nn(-c3ccccc3)cc2/C=C2\SC(=S)NC2=O)c1,0.7,-3,7,-20,0.4,3,21,-23,-1.5
O=C(COC(=O)c1cc([N+](=O)[O-])ccc1NCc1ccccc1)NC1CCCc2ccccc21 (stereo not given),-0.1,7,33,2,1.6,8,-2,1,-0.4
CC(=O)N1c2c(ccc3ccccc23)C(C)CC12CCCCC2 (stereo not given),-0.1,-7,29,-3,-0.5,12,-1,-1,1.5

Sorted by formula weight (highest first): part of the list above
Structure,zVAD death inh,RBBP9 inh,EP2 modulator,Runt-CBFb FRET,PERK inhibitor,PGE2 EP2 inh,Hck Nef HTS,Runt-SMMHC FRET,TNF necrop inh
COC(=O)c1c(NC(=O)CC2SC(N)=NC2=O)sc(C)c1C (stereo not given),-0.2,-8,8,-2,0.6,0,27,2,-2.2
Cc1ccc(C(=O)C(O)C(c2ccc(C)cc2)N2CCCCC2)cc1 (stereo not given),-0.2,-2,23,-2,0.7,-1,18,-3,1.9
CC(=O)N1c2c(ccc3ccccc23)C(C)CC12CCCCC2 (stereo not given),-0.1,-7,29,-3,-0.5,12,-1,-1,1.5

Remaining list, next part
Structure,zVAD death inh,RBBP9 inh,EP2 modulator,Runt-CBFb FRET,PERK inhibitor,PGE2 EP2 inh,Hck Nef HTS,Runt-SMMHC FRET,TNF necrop inh
CC(=O)c1cc(-c2ccccc2)n(CCC(=O)NC2CCC(C)CC2)c1C (stereo not given),0.1,7,-4,-2,0.0,2,3,0,1.3
Cn1cnc([N+](=O)[O-])c1NCc1ccccc1,1.4,-3,1,2,0.6,10,7,-3,3.6
CCCn1nc2cc(C(=O)NCc3ccc(C)cc3)ccc2c1OC,0.2,-4,-17,0,-0.1,9,0,-4,-1.4
COc1cc(NC(=O)CSc2nc(C)c(C)c(C)n2)c(C)cc1[N+](=O)[O-],-0.7,-3,7,-2,-0.6,2,0,-1,-2.4
Cc1ccccc1-n1c(-c2csc(C)c2C)n[nH]c1=S,0.0,-13,41,11,-0.2,1,0,20,0.7
CCCCC(=O)Nc1cccc(-c2cn3ccsc3n2)c1,1.4,-6,-3,0,-0.4,17,2,-1,-2.5
CCOC(=O)c1nn(-c2ccccc2)c(C#N)c1N,3.5,-1,-6,1,0.0,4,-5,5,-0.3
CCOC(=O)c1cnc(SC)nc1Oc1cccc(NC(=O)c2ccc(Cl)cc2)c1,0.8,-5,21,-4,1.6,13,0,3,1.3
CC(C)CCC(O)(CCC(C)C)C(=O)NNc1ccccc1,/,-4,53,-2,-0.2,5,-3,2,1.5
COc1ccc(C2=NOC(C(=O)N3CCCCCC3)C2)cc1OC (stereo not given),-0.1,-9,3,0,0.2,7,0,3,-1.8
Cn1cnnc1SCC(=O)c1cccc([N+](=O)[O-])c1,/,-8,32,-1,0.8,6,3,2,1.0
O=S(=O)(c1cccs1)N1CCc2ccccc21,0.1,-8,-5,-3,0.5,14,1,0,-4.3
CCn1c(Cc2ccccc2)nnc1SCC(=O)Nc1nccs1,0.0,-12,8,-1,-0.5,-4,1,-6,1.2
O=C(CNC(=O)c1ccc(Cl)cc1)NCCCn1ccnc1,0.3,-12,31,3,2.1,8,0,3,-2.3
Fc1ccc(-c2nnc3ccccn23)cc1,1.1,2,1,0,0.5,4,17,-8,0.6
COc1ccc(OC)c(-n2c(Cn3c(-c4ccccn4)nc4ccccc43)n[nH]c2=S)c1,0.5,-1,17,5,1.0,11,-24,8,-0.1
CSc1nc2nc(-c3cccc(C(F)(F)F)c3)ccn2n1,1.2,-9,28,-3,0.1,5,12,2,-2.5
Cc1cc(NC(=O)COC(=O)COc2ccc(Cl)cc2C)c([N+](=O)[O-])cc1C,/,-5,27,0,1.0,5,-4,-2,0.5
Cc1cc(C)nc(SCc2ccc(C(=O)N/N=C/c3ccncc3)cc2)n1,1.6,0,-20,-5,1.2,7,9,-2,-1.9
C=CCN(CC=C)Cc1nc(N)nc(Nc2ccccc2C)n1,1.2,-6,6,-3,0.4,3,17,2,1.9
COCc1nnc(NC(=O)c2cc(OC)c(OC)cc2[N+](=O)[O-])s1,/,-9,6,0,0.3,5,1,-3,-0.4
Cc1c(C(=O)c2ccc(Cl)c(Cl)c2)cnc2cc3c(cc12)OCO3,-0.6,-10,-60,-4,0.1,4,3,-4,-1.9
CCCCOC(=O)c1ccc(-c2ccc(/C=N/NC(=S)NCC)o2)cc1,-1.1,-1,6,3,0.6,8,2,9,-0.7
